Pax4 mRNA alpha TC1 = activators of Pax4 gene expression, primary screen, RT-PCR, mouse alpha TC1 cells, single point (AID 1053180). activation, % at 10 µM. 0.2% of 9,600 active. mouse alpha TC1 cells, Pax4 mRNA qPCR, 6 days; stronger effect = higher value; 100% = Pax4 plasmid added at qPCR;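 active = highest normalized replicate activity of 15 or more, or at least half the replicates reach 15 or more; inactive = neither condition met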;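 also: pax4 Ct normalized to GAPDH with activation seen as lower delta delta Ct; plate controls were plate neutral control wells for no effect and Pax4 plasmid positive control for full effect; each compound tested in two replicate wells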
DLD1 CTGF mRNA = reduction of CTGF mRNA in DLD1 cells – DLD1 colon cancer cells, RT-qPCR, single point, primary screen (AID 743449). 0.9% of 9,900 active. inhibition, % at 12.5 µM. DLD1 CTGF mRNA qPCR, 24 h; stronger effect = higher value;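 active = mean normalized replicate activity at least 50 and at least half of replicates each reaching 50; inconclusive = only one of the two criteria met; inactive = neither criterion met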;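 also: 0% = neutral control wells and 100% = dasatinib control wells; higher means stronger suppression of CTGF expression like dasatinib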
Active calls of the source: *; ? = inconclusive; . = not tested or not shown. These rows are one share of the data; the hit share may differ from the screen's.

SMILES	Pax4 mRNA alpha TC1	DLD1 CTGF mRNA
CCCC(=O)N1CC2(C1)CN(C(=O)c1ccc(F)cc1)[C@H](CO)c1[nH]c3cc(OC)ccc3c12	0.0	-10
N#C[C@@H]1[C@H](c2ccccc2C2=CCCCC2)[C@H](CO)N1C(=O)Nc1ccccc1F	0.8	-51
CC(C)C[C@@H]1COCn2nncc2CCCC(=O)N1	0.0	-1
COc1ccc(-c2cn(CC[C@H]3CC[C@H](NC(=O)c4cnccn4)[C@H](CO)O3)nn2)cc1	0.0	8
CCC(=O)N1CC2(CCN(C(=O)Nc3c(C)noc3C)CC2)c2c([nH]c3cc(OC)ccc23)[C@H]1CO	0.0	-4
C[C@@H]1CCCCO[C@H](CN(C)Cc2ccc(C(F)(F)F)cc2)[C@H](C)CN([C@@H](C)CO)C(=O)c2cc(NC(=O)Nc3cccc4ccccc34)ccc2O1	0.0	38
C[C@H](CO)N1C[C@H](C)[C@@H](CN(C)C)OCc2ccccc2-c2c(n(C)c3ccccc23)C1=O	0.0	1
COCC(=O)N(C[C@H]1[C@H](c2ccccc2)[C@H](CO)N1C(=O)NC(C)C)C(C)C	0.0	12
C[C@H](CO)N1C[C@H](C)[C@@H](CN(C)S(=O)(=O)c2ccc(Cl)cc2)OCCCC[C@H](C)Oc2ccc(NC(=O)Nc3ccc(C(F)(F)F)cc3)cc2C1=O	0.1	-39
Cc1ccc(S(=O)(=O)N2C[C@@H](O)COC[C@@H]3O[C@H](CC(=O)NCc4ccc5c(c4)OCO5)CC[C@H]32)cc1	0.0	7
C[C@H](CO)N1C[C@H](C)[C@@H](CN(C)Cc2ccc3c(c2)OCO3)Oc2c(NC(=O)c3ccncc3)cccc2C1=O	0.0	-21
N#C[C@H]1[C@H](c2ccc(-c3cccc(F)c3)cc2)[C@@H](CO)N1c1nc(-c2ccccc2)cs1	0.0	32
CCS(=O)(=O)Nc1ccc2c(c1)C(=O)N(C)[C@@H]1CC[C@@H](CC(=O)N[C@@H]3CCN(Cc4ccccc4)C3)O[C@@H]1CO2	0.0	-2
COc1ccc(NC(=O)N2CC(=O)N3[C@H](C2)[C@H](c2ccc(Br)cc2)[C@@H]3CO)cc1	0.0	-9
CCCNC(=O)N[C@H]1C=C[C@@H](CC(=O)N2CCN(C)CC2)O[C@H]1CO	0.0	-9
COc1ccc(S(=O)(=O)Nc2ccc3c(c2)[C@@H]2C[C@@H](CC(=O)N(C)C)O[C@@H](CO)[C@@H]2O3)cc1	0.0	-31
C/C=C/c1ccc([C@H]2[C@@H](CO)N(C(=O)c3ccccc3)C23CN(C(C)=O)C3)cc1	.	-7
N#C[C@H]1[C@@H](c2ccc(C3=CCCCC3)cc2)[C@@H](CO)N1C(=O)Nc1ccccc1F	0.0	19
CC(C)NC(=O)NCC[C@H]1CC[C@H](NS(=O)(=O)c2ccc(Oc3ccccc3)cc2)[C@@H](CO)O1	0.0	6
O=C(NC1CCC1)[C@@H]1[C@@H](CO)[C@@H]2Cn3c(ccc(-c4ccncc4)c3=O)[C@H]1N2Cc1cocn1	0.0	?
COc1ccc([C@H]2CC=CC[C@H](C)Oc3ccccc3C(=O)N(C)[C@H](C(C)C)C(=O)N2)c(OC)c1 (mixture of isomers)	4.5	-17
O=C(C[C@@H]1CC[C@H]2[C@@H](COC[C@@H](O)CN2C(=O)c2ccncc2)O1)NCc1cc(F)cc(F)c1	0.0	-18
CC(C)(C)[S@](=O)N1Cc2cc(C(=O)NC3CCC3)nc(-c3cccc(-c4ccccc4F)c3)c2[C@@H]1CCO	0.0	41
O=C(C[C@@H]1CC[C@H]2[C@@H](COC[C@H](O)CN2CC2CCOCC2)O1)NCc1ccc(Cl)cc1	0.0	-38
Cc1noc(C)c1NC(=O)N(C)C[C@@H]1Oc2cc(C#CCN(C)C)ccc2S(=O)(=O)N([C@H](C)CO)C[C@H]1C	0.0	-1
SMILES	Pax4 mRNA alpha TC1	DLD1 CTGF mRNA
COCC(=O)N1[C@H](CO)[C@H](c2ccccc2C2=CCCC2)[C@@H]1C#N	0.0	-12
CO[C@@H]1CN(C)C(=O)c2cc(NC(=O)C3CCOCC3)ccc2OC[C@@H](C)NC[C@@H]1C	0.0	-28
CCS(=O)(=O)NCC[C@H]1CC[C@@H](NS(=O)(=O)c2ccccc2C)[C@@H](CO)O1	0.0	-11
COc1ccc2c3c([nH]c2c1)[C@H](CO)N(CC1CC1)CC31CCN(S(=O)(=O)c2cccc(F)c2)CC1	0.0	8
C[C@@H]1CN([C@@H](C)CO)C(=O)c2cc(NC(=O)Cc3ccccc3)ccc2O[C@@H](C)CCCCO[C@@H]1CN(C)Cc1ccncc1	0.0	15
COc1ccc(-c2ccc3n(c2=O)C[C@H]2[C@H](CO)[C@@H](C(=O)N4CCOCC4)N[C@@H]32)cc1	0.0	9
C[C@H](CO)N1C[C@H](C)[C@@H](CN(C)S(=O)(=O)c2cn(C)cn2)Oc2ncc(C3=CCCCC3)cc2C1=O	0.0	9
O=C(Nc1ccc(F)cc1)N1C[C@H]2[C@@H](c3ccccc31)[C@H](CO)N2C(=O)c1ccncc1	0.0	5
C[C@H](O)C#Cc1ccc([C@@H]2[C@H](CO)N3CCCCN(C(=O)c4ccc5c(c4)OCO5)C[C@@H]23)cc1	0.0	-62
Cc1noc(C)c1S(=O)(=O)Nc1ccc2c(c1)CC(=O)N([C@H](C)CO)C[C@@H](C)[C@@H](CN(C)Cc1ccc(Oc3ccccc3)cc1)O2	0.0	-5
O=C(NCC[C@@H]1CC[C@@H](NC(=O)c2ccncc2)[C@H](CO)O1)Nc1ccc(Cl)cc1	0.0	-1
CN1[C@@H]2c3ccc(-c4ccncc4)c(=O)n3C[C@H]1[C@H](CO)[C@H]2C(=O)N1CCC(Cc2ccccc2)CC1	0.0	20
C/C=C/c1ccccc1[C@@H]1[C@@H](C#N)N(C(=O)Cc2ccccn2)[C@H]1CO	0.0	-14
COc1ccc(C[C@H]2CCn3nncc3COC[C@H](CC(C)C)NC2=O)cc1	0.0	-30
COc1ccc(S(=O)(=O)Nc2ccc3c(c2)OC[C@H](C)NC[C@@H](C)[C@@H](OC)CN(C)C3=O)cc1	0.0	16
COc1ccc2c3c([nH]c2c1)[C@H](CO)N(C(=O)C1CCOCC1)CC31CCN(Cc2cccc(F)c2)CC1	0.7	-30
O=C(C[C@@H]1CC[C@@H]2[C@H](COC[C@@H](O)CN2C(=O)Nc2cc(Cl)cc(Cl)c2)O1)N1CCOCC1	0.0	3
COc1ccc(S(=O)(=O)Nc2ccc3c(c2)OC[C@H](C)NC[C@@H](C)[C@H](OC)CN(C)C3=O)cc1	0.0	24
O=C(C[C@@H]1CC[C@H]2NC[C@@H](O)COC[C@@H]2O1)NC1Cc2ccccc2C1	0.0	-3
COCCNC(=O)C[C@@H]1CC[C@@H]2[C@@H](COc3ccc(NC(=O)Nc4cccc(F)c4)cc3C(=O)N2C)O1	0.0	-94
O=S(=O)(c1ccc(F)cc1)N1CCCCN2[C@H](C1)[C@@H](c1ccc(-c3cncnc3)cc1)[C@@H]2CO	0.0	12
O=C(C[C@@H]1CC[C@H](NC(=O)CC2CC2)[C@H](CO)O1)NCC(F)(F)F	0.0	-43
C[C@H]1CN([C@@H](C)CO)C(=O)c2ccccc2-c2ccccc2CO[C@H]1CN(C)Cc1ccc(Oc2ccccc2)cc1	0.3	48
COC(=O)C[C@H]1CC[C@H]2[C@@H](COc3ccc(NC(=O)Nc4c(C)noc4C)cc3C(=O)N2C)O1	0.0	5
O=C(c1ccccn1)N1CC[C@H]2[C@H](CO)Nc3ccc(C#Cc4cccnc4)cc3[C@H]21	0.0	10
SMILES	Pax4 mRNA alpha TC1	DLD1 CTGF mRNA
O=C(C[C@H]1C[C@@H]2c3cc(NC(=O)Nc4ccccc4)ccc3O[C@@H]2[C@@H](CO)O1)NCc1ccccc1	0.0	31
COc1ccccc1NC(=O)N1CC(=O)N2[C@H](C1)[C@@H](c1ccc(C#CC(C)C)cc1)[C@@H]2CO	0.0	12
CCC(=O)N1[C@@H]2Cn3c(ccc(-c4ccccc4F)c3=O)[C@H]1[C@@H](C(=O)NC1CCC1)[C@@H]2CO	0.0	21
C[C@@H]1CN([C@H](C)CO)C(=O)c2ccccc2-c2ccccc2CO[C@@H]1CN(C)C(=O)c1cc(Cl)cc(Cl)c1	0.7	-179
COc1ccc2c3c([nH]c2c1)[C@@H](CO)N(Cc1ccccc1)CC31CN(C(=O)c2ccccn2)C1	0.0	-49
CN1C(=O)c2cc(NC(=O)Cc3cccs3)ccc2OC[C@@H]2O[C@@H](CC(=O)NCC3CCCCC3)CC[C@@H]21	0.0	-40
CCCNC(=O)N1[C@H](CNC(=O)c2cccc(F)c2)[C@@H](c2ccccc2)[C@@H]1CO	0.0	11
CCCC(=O)Nc1ccc2c(c1)C(=O)N(C)[C@H]1CC[C@@H](CC(=O)NCc3cccc(F)c3)O[C@H]1CO2	0.0	-9
CCCC#Cc1ccc([C@@H]2[C@H](CO)N3C(=O)CN(C(=O)c4cccnc4)C[C@@H]23)cc1	0.0	-15
CCN1CC(=O)N2[C@H](C1)[C@H](c1ccc(Br)cc1)[C@@H]2CO	0.0	7
CCC(=O)N1[C@@H](C#N)[C@@H](c2ccccc2-c2ccccc2)[C@@H]1CO	0.0	-33
CCCC#Cc1cnc2c(c1)C(=O)N([C@@H](C)CO)C[C@H](C)[C@H](CN(C)C(=O)Nc1cc(F)ccc1F)O2	0.1	0
CCCNC(=O)Nc1ccc2c(c1)OC[C@H](C)N(S(C)(=O)=O)C[C@H](C)[C@@H](OC)CN(C)C2=O	0.0	-17
CC=Cc1ccc2n(c1=O)C[C@H]1[C@H](CO)[C@@H](C(=O)N[C@@H](C)c3ccccc3)N(C(=O)c3ccccn3)[C@@H]21 (mixture of isomers)	0.0	-21
CC(C)(O)C#Cc1ccc([C@@H]2[C@@H](CO)N3CCCCN(S(C)(=O)=O)C[C@H]23)cc1	0.0	0
CN1[C@H](CO)[C@@H]2c3ccccc3N(C(=O)C3CCCCC3)C[C@@H]21	0.0	-6
COCC(=O)N1[C@H](C#N)[C@@H](c2ccc(C#Cc3ccccc3F)cc2)[C@H]1CO	0.0	22
CN1C(=O)c2cc(NC(=O)c3cscn3)ccc2OC[C@@H]2O[C@H](CC(=O)N3CCOCC3)CC[C@@H]21	0.0	-36
O=C(C[C@@H]1C=C[C@@H](NS(=O)(=O)c2ccc(F)cc2)[C@@H](CO)O1)N1CCc2ccccc2C1	0.0	3
CO[C@H]1CN(C)C(=O)c2cc(NC(=O)Nc3cc(F)ccc3F)ccc2OC[C@H](C)NC[C@H]1C	0.0	-3
Cc1ccc(S(=O)(=O)NCC[C@H]2CC[C@H](NC(=O)c3cccnc3)[C@H](CO)O2)cc1	0.0	-14
C[C@@H]1CN([C@H](C)CO)C(=O)c2cc(-c3ccc(C#N)cc3)cnc2O[C@H]1CN(C)Cc1cccnc1	0.0	14
O=C(c1cccnc1)N1CC(=O)N2[C@H](CO)[C@@H](c3ccc(-c4ccccc4F)cc3)[C@H]2C1	0.0	0
C[C@@H](NC(=O)C[C@H]1CC[C@H]2[C@@H](COC[C@@H](O)CN2Cc2ccc(C(F)(F)F)cc2)O1)c1ccccc1	0.1	3
CS(=O)(=O)N1CC(=O)N2[C@@H](CO)[C@@H](c3ccc(Br)cc3)[C@@H]2C1	0.0	4

In a second layout: two of the compounds above.
Order of results – Pax4 mRNA alpha TC1, DLD1 CTGF mRNA
> O=C(C[C@H]1C[C@@H]2c3cc(NC(=O)Nc4ccccc4)ccc3O[C@@H]2[C@@H](CO)O1)NCc1ccccc1
    0.0, 31
> COc1ccccc1NC(=O)N1CC(=O)N2[C@H](C1)[C@@H](c1ccc(C#CC(C)C)cc1)[C@@H]2CO
    0.0, 12

Profiles, quoted from the list. Values in the order: Pax4 mRNA alpha TC1	DLD1 CTGF mRNA
`CCC(=O)N1[C@@H]2Cn3c(ccc(-c4ccccc4F)c3=O)[C@H]1[C@@H](C(=O)NC1CCC1)[C@@H]2CO` is listed as 0.0	21
`CN1C(=O)c2cc(NC(=O)c3cscn3)ccc2OC[C@@H]2O[C@H](CC(=O)N3CCOCC3)CC[C@@H]21` is listed as 0.0	-36
`CCN1CC(=O)N2[C@H](C1)[C@H](c1ccc(Br)cc1)[C@@H]2CO` is listed as 0.0	7
`CN1[C@H](CO)[C@@H]2c3ccccc3N(C(=O)C3CCCCC3)C[C@@H]21` is listed as 0.0	-6

Going on with the list:
SMILES	Pax4 mRNA alpha TC1	DLD1 CTGF mRNA
Cc1cccc(-c2ccc([C@H]3[C@@H](CO)N4C(=O)CN(C(=O)c5ccc6c(c5)OCO6)C[C@@H]34)cc2)c1	0.0	39
COCC(=O)N1CC2(C1)[C@@H](c1ccccc1)[C@@H](CO)N2C(=O)NC1CCCC1	.	-2
COCC(=O)Nc1ccc2c(c1)C(=O)N(C)[C@H]1CC[C@@H](CC(=O)NC3Cc4ccccc4C3)O[C@H]1CO2	0.0	-58
C[C@H]1CN([C@@H](C)CO)C(=O)CCCn2cc(nn2)CO[C@@H]1CN(C)C(=O)Nc1cccc(C(F)(F)F)c1	0.0	22
COc1ccc2c3c(n(C)c2c1)[C@H](CO)N(C(=O)c1ccccn1)CC31CN(C(=O)Cc2ccccc2)C1	0.0	16
C[C@@H]1CN([C@@H](C)CO)C(=O)CCCn2cc(nn2)CO[C@H]1CN(C)S(=O)(=O)c1ccc(-n2cccn2)cc1	0.0	4
COc1ccccc1C#Cc1ccc([C@H]2[C@@H](CO)N3CCCCN(C(=O)C4CCC4)C[C@H]23)cc1	0.0	-6
COc1ccccc1CN1CC[C@@H]2[C@H]1c1cc(C3=CCCCC3)ccc1N[C@@H]2CO	0.1	-6
N#C[C@H]1[C@@H](c2ccccc2-c2cccc(F)c2)[C@@H](CO)N1C(=O)C1CC1	0.0	-10
CO[C@@H]1CN(C)C(=O)c2cc(NC(=O)C3CC3)ccc2OC[C@H](C)N(Cc2cc(F)ccc2F)C[C@@H]1C	0.0	-1
